# Abeta rescue: restores growth of yeast expressing A-beta42 peptide; yeast expressing A-beta42, growth rescue, OD600, 48 h; response scale: 0% DMSO, 100% iron-clioquinol control; Potency, µM (series often up to 46.1 µM), for inactives: top-dose growth rescue, most hits filed as activators; 0.063% of 410,000 active; AID 1347071; further: potency means the concentration at half of the fitted maximal effect; nearly all actives have a fitted effect of over 55% in size
#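 Growth rescue measured by 600 nm absorbance after 48 h yeast culture at 30 C with compound. Values normalized between DMSO and an equimolar ferric chloride plus clioquinol control.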
# pAkt inh: Akt phosphorylation inhibition. AID 651550. activity change, % for hits at 50 µM. Neuro2A IGF-stimulated pAkt S473 HTRF, 20 min; active compounds read low. 0.32% of 360,000 active; in the data active means activity change below about -80%; inconclusive means mostly about -51% to -80%; further: on the % scale 0 is the no-effect control and ±100 the full control effect
#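 Neuro2A cells in DMEM with 0.5% FBS, overnight at 37 deg C, given compound at single 50 µM final, then IGF (6 nM final) for 20 min at 37 deg C. Lysed; phospho-Akt Ser473 by HTRF after 24 h, 665/615 ratio.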
# MmCpn inh: inhibitors of Methanococcus maripaludis chaperonin (MmCpn); Potency, µM (doses to about 76.9 µM), inactives show at the highest dose activity, negative = inhibition, usual class: inhibitors; 0.031% of 330,000 active; purified Mm-Cpn ATPase, ADP Transcreener TR-FRET; further: potency means the concentration at half of the fitted maximal effect; on the % scale 0 is the no-effect control and ±100 the full control effect; nearly all actives have a fitted effect of over 80% in size
#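 ATPase read-out: TR-FRET ADP immunoassay (anti-ADP Eu cryptate vs ADP-d2), ex 320 nm, em 590/665 nm; signal drops as ADP forms. Enzyme 25 nM, ATP 10 uM, 30 min at 37°C after 10 min compound preincubation.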
# TDP-43 yeast inh: inhibitors of TDP-43 toxicity in yeast. Potency, µM (series often up to 46.1 µM), for inactives: at the highest dose growth rescue (activation), most hits filed as activators. TDP-43 expressing yeast growth rescue, BacTiter-Glo, 24 h. 1.8% of 410,000 active; further: potency means the concentration at half of the fitted maximal effect; % of control where 0% means no effect; nearly all actives have a fitted effect of over 50% in size
#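 Readout is BacTiter-Glo luminescence of cell growth, so inhibitors register as activators. TDP-43-expressing yeast at OD600=0.02 in galactose medium, after raffinose pregrowth to mid-log, were incubated with compound for 24 hr at 30 deg C.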
# PTHR1 ag: agonists of human PTHR1 parathyroid hormone receptor; Potency, µM (highest dose often 115 µM), without a hit: top-dose activation, actives largely listed as activators; 0.075% of 410,000 active; HEK293 GP2 PTHR1 cells, GloSensor cAMP luminescence, 1 h; further: potency means the concentration at half of the fitted maximal effect; nearly all actives have a fitted effect of over 55% in size; some results filed as inactive show a strong effect at the top dose; inactives centre near -15; many of its hits are not listed in these tables
# Target sequence (Q03431 whole entry, looked up): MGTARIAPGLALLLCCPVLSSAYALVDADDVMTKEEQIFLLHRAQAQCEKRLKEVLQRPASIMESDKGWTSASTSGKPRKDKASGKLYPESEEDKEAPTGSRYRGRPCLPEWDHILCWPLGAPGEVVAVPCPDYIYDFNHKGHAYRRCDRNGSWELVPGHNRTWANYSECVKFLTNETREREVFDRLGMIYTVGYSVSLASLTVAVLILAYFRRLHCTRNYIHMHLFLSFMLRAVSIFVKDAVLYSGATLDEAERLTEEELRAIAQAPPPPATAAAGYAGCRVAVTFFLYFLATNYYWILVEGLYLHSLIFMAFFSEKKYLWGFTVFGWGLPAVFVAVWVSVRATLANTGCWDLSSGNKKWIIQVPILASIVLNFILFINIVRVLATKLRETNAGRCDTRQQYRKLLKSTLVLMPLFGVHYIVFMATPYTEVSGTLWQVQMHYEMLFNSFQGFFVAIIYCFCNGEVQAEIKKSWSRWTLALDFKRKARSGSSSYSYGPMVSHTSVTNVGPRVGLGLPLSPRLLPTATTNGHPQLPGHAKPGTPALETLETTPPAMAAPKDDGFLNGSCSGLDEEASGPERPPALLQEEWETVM
#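 HEK-293-derived GP2 cells expressing PTHR1 and a GloSensor cAMP reporter, 3,000/well, plated overnight, given luciferin plus IBMX (each 0.5 mM as added) for 1 h at 37 °C, then compound for 1 h at 37 °C. Luminescence was read after 15 min at room temperature.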
# GLP1R inv ag: acts as inverse agonist at human GLP-1 receptor; P43220; HEK293 GLP-1R CRE-luciferase, luminescence, 24 h; GLP-1R form is constitutively active; Potency, µM (doses to about 38.3 µM), for the others: at the top dose activity change, negative = inhibition, most hits filed as inhibitors; 1.6% of 410,000 active; AID 624417; further: potency means the concentration at half of the fitted maximal effect; on the % scale 0 is the no-effect control and ±100 the full control effect; nearly all actives have a fitted effect of over 55% in size
# Target sequence (P43220 whole entry, looked up): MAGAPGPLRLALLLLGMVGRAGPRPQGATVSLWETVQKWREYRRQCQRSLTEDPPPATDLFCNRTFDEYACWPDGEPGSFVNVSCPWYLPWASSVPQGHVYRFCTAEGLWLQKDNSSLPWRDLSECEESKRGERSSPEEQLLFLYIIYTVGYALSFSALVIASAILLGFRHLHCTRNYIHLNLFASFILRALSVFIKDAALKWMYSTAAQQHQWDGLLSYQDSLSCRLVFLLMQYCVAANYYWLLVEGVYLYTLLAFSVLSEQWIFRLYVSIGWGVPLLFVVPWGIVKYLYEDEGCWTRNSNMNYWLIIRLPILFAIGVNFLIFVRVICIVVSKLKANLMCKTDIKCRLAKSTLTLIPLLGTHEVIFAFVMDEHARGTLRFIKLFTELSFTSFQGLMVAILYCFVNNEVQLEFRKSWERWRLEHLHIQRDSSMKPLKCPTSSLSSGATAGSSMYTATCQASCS
#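 Assay principle: reduced luminescence from a cAMP-responsive reporter in HEK293 cells co-expressing a constitutively active GLP-1R. Conditions: 24 hr compound incubation, 37 deg C, 5% CO2.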
# aSyn yeast inh: rescues yeast growth from alpha-synuclein toxicity | Yeast expressing alpha-synuclein, growth rescue, BacTiter-Glo, 24 h | Potency, µM (series often up to 46.1 µM), for inactives: at the top dose growth rescue (activation), actives largely listed as activators | 0.14% of 370,000 active; further: potency means the concentration at half of the fitted maximal effect; % of control where 0% means no effect; nearly all actives have a fitted effect of over 65% in size
#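 Rescue of yeast growth: cells expressing toxic alpha-synuclein, induced in galactose at OD600 0.02, incubated with compound 24 h at 30 C. ATP luminescence quantified growth; inhibitors of toxicity appear as activators.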
# FUS suppressor: suppressors of FUS proteinopathy in yeast | S. cerevisiae FUS-expressing, growth rescue, OD600, 24 h | Potency, µM (titrated, usually from 76.6 µM), for the others: at the top dose growth rescue (activation), actives largely listed as activators | 0.24% of 390,000 active | AID 1347120;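 further: potency means the concentration at half of the fitted maximal effect; plate controls were DMSO vehicle for no effect and reference control for full effect; nearly all actives have a fitted effect of over 55% in size; some results filed as inactive show a strong effect at the top dose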
#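 Steps: raffinose overnight preculture; dilution to OD 0.005 in 2% galactose minimal medium; compound addition (concentration series); 24hr at 30C, 99% humidity; absorbance read at 600 nm.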
# HEK293 tox: cytotoxicity in counter-screen for GLP-1R inverse agonists; HEK293 cAMP-luciferase reporter cells, luminescence, 24 h; Potency, µM (top dose mostly 38.3 µM), without a hit: top-dose activity change, negative = inhibition, actives largely listed as inhibitors; 0.13% of 410,000 active;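 further: loss of luciferase light is scored as toxicity; potency means the concentration at half of the fitted maximal effect; on the % scale 0 is the no-effect control and ±100 the full control effect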
#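 1536-well qHTS counterscreen of the MLSMR; 200 cells/uL, 12 h pre-incubation, 23 nL cpd, 24 h at 37 deg C 5% CO2, luciferase detection reagent, 12 min RT, luminescence. Inhibition = undesired.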
# Numbers without * were called inactive; i = inactive; ? = inconclusive; nt = no result given; [ ] = another dose, or the depositor's remark. Unless noted, the call rests on the fitted dose curve; in most records, active means well fitted curve in the direction sought with a large enough effect; inconclusive means small, poorly fitted or top-dose-only effect, or another doubt; inactive means no such curve, though single readings can be large; an effect the other way counts as inactive or inconclusive. An excerpt, so the mix of outcomes need not match the whole.
smiles	Abeta rescue	pAkt inh	MmCpn inh	TDP-43 yeast inh	PTHR1 ag	GLP1R inv ag	aSyn yeast inh	FUS suppressor	HEK293 tox
Cc1cc(NC(=O)CCC(=O)N(CC(C)C)C(C(=O)NC(C)(C)C)c2ccccc2Cl)no1 (configuration not stated)	1%	i	1%	9%	i	-17%	0%	36%	0%
CCCOc1cccc(C2c3c(oc4ccc(F)cc4c3=O)C(=O)N2c2nc(C)c(C(C)=O)s2)c1 (configuration not stated)	-2%	nt	nt	5%	i	8%	nt	31%	1%
C/C=C(\C)C(=O)NCCN1C2=NC[C@@H](Cc3ccccc3)N2C[C@H]1Cc1ccc(O)cc1	6%	i	nt	2%	-23%	15%	-3%	-12%	6%
CN1C(=O)c2ccc(C(=O)Nc3ccc4c(c3)OCO4)cc2C1=O	4%	i	-2%	15%	-1%	2%	0%	-15%	-14%
Cc1c(-n2cc(C(=O)c3ccccc3O)cc(C#N)c2=O)c(=O)n(-c2ccccc2)n1C	-2%	i	2%	10%	-6%[57.5 µM]	13%	2%	4%	-10%
CC(C)CN(CC(C)C)CC(O)COc1ccccc1Br (configuration not stated)	3%	i	0%	5%	-9%	?	-1%	nt	-21%
CCc1nc(-c2cc(S(=O)(=O)N3CCN(c4ccccc4OC)CC3)ccc2OC)no1	-2%	nt	nt	15%[9.22 µM]	i	-6%	nt	-11%	3%
COC(=O)C(CC(=O)c1ccc(Cl)cc1)c1ccc(C(C)C)cc1 (configuration not stated)	6%[9.22 µM]	i	1%	-24%	i	?	-5%	-32%	0%
O=C(COc1cccc(Cl)c1)NNC(=S)Nc1ccccc1	0%	i	1%	?	-24%	8%	11%	nt	-12%
CC(=O)C(Cl)C(=O)Nc1ccccc1 (configuration not stated)	-29%	i	-3%	3.5µM*	-38%[inhibitor]	-9%	-31%[inhibitor]	-1%	-29%
CN1CCN(C(=O)c2cc3nc(-c4ccccc4)cc(-c4ccccc4)n3n2)CC1	1%	i	-3%	-9%	i	?	-11%	11%	0%
CCOC(=O)c1[nH]ncc1CN1CCCC(C(=O)c2ccc(C(C)(C)C)cc2)C1 (configuration not stated)	3%	i	0%	0%	-10%	?	1%	-6%	6%
CCOc1ccc(NC(=S)N(CCOC)C(C)c2cccnc2)cc1 (configuration not stated)	-23%	i	-3%	-27%	25%	-2%	-1%	0%	-2%
Fc1ccc(/C=N/Nc2nn[nH]n2)cc1	7%	i	1%	16%	i	-18%	-9%	-34%	3%
CN1CCN(CCCNC(=O)c2cn(C)c3ccc(S(=O)(=O)N(C)C)cc3c2=O)CC1	2%	i	3%	25%	8%	2%	-7%	-12%	8%
CCCCCn1c2c(c(=N)c3ccccc31)CCC2	-20%	i	1%	-20%	-23%	-27%	-1%	-3%	-28%
Cc1ccsc1CN1CCN(c2ccccn2)CC1	-22%	i	2%	3%	-12%[57.5 µM]	5%	-4%	22%	3%
CN(C)S(=O)(=O)c1ccc(C(=O)Nc2c(C(=O)Nc3ccc(F)cc3)oc3ccccc23)cc1	2%	nt	nt	2%	?	9%	nt	14%	2%
CC(Oc1ccc(Cl)cc1Cl)c1nc(-c2ccccn2)no1 (configuration not stated)	-17%	i	-1%	?	-23%	?	27%	23%	9%
CC(C)COC(=O)N1CCCCC1c1cc(C(=O)NCc2cccnc2)no1 (configuration not stated)	2%	i	nt	18%	-23%	26%	-4%	-17%	1%

# Exported as labelled records: 3 of the compounds above
Cc1cc(NC(=O)CCC(=O)N(CC(C)C)C(C(=O)NC(C)(C)C)c2ccccc2Cl)no1 (configuration not stated)
  Abeta rescue = 1%; pAkt inh = i; MmCpn inh = 1%; TDP-43 yeast inh = 9%; PTHR1 ag = i; GLP1R inv ag = -17%; aSyn yeast inh = 0%; FUS suppressor = 36%; HEK293 tox = 0%
Cc1c(-n2cc(C(=O)c3ccccc3O)cc(C#N)c2=O)c(=O)n(-c2ccccc2)n1C
  Abeta rescue = -2%; pAkt inh = i; MmCpn inh = 2%; TDP-43 yeast inh = 10%; PTHR1 ag = -6%[57.5 µM]; GLP1R inv ag = 13%; aSyn yeast inh = 2%; FUS suppressor = 4%; HEK293 tox = -10%
CC(Oc1ccc(Cl)cc1Cl)c1nc(-c2ccccn2)no1 (configuration not stated)
  Abeta rescue = -17%; pAkt inh = i; MmCpn inh = -1%; TDP-43 yeast inh = ?; PTHR1 ag = -23%; GLP1R inv ag = ?; aSyn yeast inh = 27%; FUS suppressor = 23%; HEK293 tox = 9%

# More entries.
smiles	Abeta rescue	pAkt inh	MmCpn inh	TDP-43 yeast inh	PTHR1 ag	GLP1R inv ag	aSyn yeast inh	FUS suppressor	HEK293 tox
COc1cc(OC)c(OC)cc1/C=C1/C(=O)N=C(N)N1C	-17%	i	0%	-5%	i	5%	8%	2%	0%
CS(=O)(=O)Nc1ccc(Br)cc1C(=O)c1ccccc1	10%	i	3%	15%	-12%[57.5 µM]	8%	5%	18%	2%
N=C1N(/N=C/c2ccccc2)C(=Nc2ccccc2)C(=S)N1c1ccccc1	2%	nt	0%	-1%	-23%	6%	nt	-7%	10%
CCCCC(=O)Nc1ccc(NC(=O)c2cccs2)cn1	4%	i	nt	-17%	i	0%	8%	nt	7%
O=C(NCc1cccnc1)c1noc2c1CCCC2	13%	i	0%	-14%	i	1%	6%	-3%	-6%
O=S(=O)(Cc1ccc(Cl)cc1)Nc1ccc(Cl)cn1	-11%	i	1%	-11%	-1%	-9%	1%	-2%	-5%
O=[N+]([O-])c1cc2c(cc1[N+](=O)[O-])OCCOCCOCCOCCO2	5%	i	-1%	10%	i	5%	0%	-1%	-56%
CCc1ccc(OC)c(S(=O)(=O)Nc2ccc(Cc3ccncc3)cc2)c1	6%	i	0%	-10%	-26%	?	2%	12%	-8%
COc1ccc(CCNC(=O)CSc2cc(=O)[nH]c(N)n2)cc1OC	-5%[9.22 µM]	i	-4%	-2%	i	9%	10%	4%	-8%
Cc1ccc2c(=O)cc(C(=O)Nc3ccc(S(=O)(=O)N4CCCCCC4)cc3)oc2c1	-21%	nt	nt	-8%	i	13%	nt	-10%	-5%
COC(=O)c1ccccc1NC(=O)c1cc2cc(C)ccc2n1C	-2%	nt	nt	14%[9.22 µM]	-14%	6%	nt	-12%	-12%
O=C(CNCCCO)Nc1cc(C(F)(F)F)cc(NC(=O)CNCCCO)c1Cl	0%	i	0%	2%	-9%	0%	-4%	nt	-9%
COc1cc(C(=O)/C=C/c2cccnc2)ccc1O	3%	i	-5%	-15%	-88%	-16%	-11%	32%	?
Clc1ccc2c(c1)C1OCCC1C(c1ccco1)N2 (configuration not stated)	-38%[inhibitor]	i	-3%	17%	-15%[57.5 µM]	17%	-1%	21%	-12%
COc1ccc(S(=O)(=O)NC(C)C(=O)NCc2cccnc2)cc1Cl (configuration not stated)	10%	i	-2%	-5%	-31%[inhibitor]	3%	2%	-8%	7%
O=C(OCc1ccc([N+](=O)[O-])cc1)c1cc(S(=O)(=O)N2CCCCC2)ccc1N1CCOCC1	11%	i	0%	22%	-31%[inhibitor]	11%	11%	-10%	-1%
Cc1ccc(OCCOCCN2CCN(C)CC2)c(C(C)(C)C)c1	8%	i	-2%	-14%	-15%	-45%	7%	-13%	-9%
Cc1nn(-c2ccccc2)c(C)c1/C=N/NC(=O)c1cc(C(C)(C)C)[nH]n1	14%	i	2%	13%	?	2%	2%	-3%	59%[activator]
C=C(C)c1cccc(C(C)(C)NC(=O)Nc2nncs2)c1	3%	i	-2%	-18%	-19%	?	8%	-3%	1%
Cc1ccccc1NC(=O)C1CCN(C(=O)c2cnn(-c3ccccc3)c2-n2cccc2)CC1	-13%	nt	nt	13%	-14%	-1%	nt	27%	3%
CCCCNC(=O)N1CCN(Cc2ccc(F)cc2)CC1	-17%	i	-1%	8%	i	9%	-2%	6%	7%
O=C(Nc1ccc(F)cc1)c1cc2ccccc2o1	1%	i	-5%	17%	-6%	-12%	-1%	-20%	10%
CC(=NCCCn1ccnc1)c1c(C)[nH]n(-c2ccc([N+](=O)[O-])cc2)c1=O	-18%	i	40µM*	-6%	i	-5%	-9%	2%	11%
CCOC(=O)c1ccc(NS(=O)(=O)c2cc(-c3onc(C)c3C)ccc2C)cc1	-5%	nt	nt	16%	-79%[inhibitor]	17%	nt	3%	13%
CCCCN1C(=O)N(C)C2C1N(C)C(=O)N2CCCC (configuration not stated)	3%	i	0%	11%	-1%[57.5 µM]	-5%	8%	-2%	-11%
CCCN1CNc2c(c(=O)[nH]c(=S)n2-c2ccccc2Cl)C1	10%	i	-3%	13%	i	19%	0%	5%	15%
Oc1ccccc1NCC(O)Cn1ccc2ccccc21 (configuration not stated)	-10%	i	-3%	0%	i	-7%	0%	?	?
c1ccc(Oc2cccc(NC3=NCCC3)c2)cc1	-9%	i	3%	-12%	-17%[57.5 µM]	?	-2%	12%	-8%
CCOC(=O)C1=C(c2ccccc2)NC(SC)=C(C#N)C1c1cccnc1 (configuration not stated)	-11%	i	1%	6%	-14%	0%	-10%	nt	7%
Cn1c(SCC(N)=O)nnc1C1CCN(C(=O)NC2CCCCC2)CC1	18%	i	2%	1%	-17%	1%	3%	6%	2%
COc1ccc(-c2ccc(C#N)c(SCC(=O)NCCc3ccccc3)n2)cc1OC	6%	i	-5%	10%	i	40%[activator]	0%	6%	-4%
FC(F)(F)c1nc2ccccc2[nH]1	-1%	i	2%	17%	i	20%	9%	22%	4%
CCOc1ccccc1NC(=O)CCS(=O)(=O)c1cccc2nonc12	14%	i	-2%	21%	i	-6%	8%	1%	6%
C/[N+]([O-])=C1\Cc2ccccc2C1=O	11%[9.22 µM]	i	2%	18%	i	-1%	5%	-56%	-2%
